OXTR potentiator = potentiators of human oxytocin receptor. P30559. CHO-OTR cells, Fluo-8 calcium fluorescence, potentiator mode; 0% = oxytocin EC15, 100% = EC100. activation, % at 3 µM. actives 0.061% (n = 320,000);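 active = activation above that plate's cutoff, the mean activation of tested compounds plus 3 SD, cut at about 6.6% in these data, passing the limit was not always enough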;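 also: 100% uses oxytocin at 75 nM as the full agonist control; some results filed as inactive read as strong as hits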
Target sequence (P30559 whole entry, looked up): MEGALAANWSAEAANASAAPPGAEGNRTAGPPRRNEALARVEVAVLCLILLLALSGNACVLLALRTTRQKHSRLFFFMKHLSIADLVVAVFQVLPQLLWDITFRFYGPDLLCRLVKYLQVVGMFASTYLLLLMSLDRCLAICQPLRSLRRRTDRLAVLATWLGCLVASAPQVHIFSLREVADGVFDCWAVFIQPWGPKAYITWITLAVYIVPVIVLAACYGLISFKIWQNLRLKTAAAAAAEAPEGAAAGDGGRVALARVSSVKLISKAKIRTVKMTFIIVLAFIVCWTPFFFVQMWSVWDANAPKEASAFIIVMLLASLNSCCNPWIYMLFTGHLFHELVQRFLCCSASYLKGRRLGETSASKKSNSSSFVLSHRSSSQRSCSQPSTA
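Assay system: CHO cell line stably expressing human OTR. Reagent: EC15 oxytocin agonist. Dosing: single dose, 3.0 µM nominal final compound concentration. Timing: compound 6 min at room temperature before oxytocin, 100 s read. Signal: kinetic Fluo-8 calcium fluorescence. Controls: oxytocin EC15 low and EC100 high.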
MEKK2mut PB1 HTS = signal of MEK5 binding to mutant human MEKK2 PB1 domain; bead flow cytometry, Alexa488-MEK5 binding to MEKK2 mutant; percent response, % at 10 µM; actives 0.35% (n = 290,000); AID 1530; in the data active = percent response above about 24%, passing the limit was not always enough; also: inactives centre near 1; some results filed as inactive read as strong as hits
GalR3 antagonist = blocks the human galanin receptor 3; HEK293 GalR3-CNG cAMP membrane potential fluorescence; galR3 body fused to GalR1 C-terminus; inhibition, % at 3 µM; actives 0.44% (n = 360,000);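 active = inhibition above the screen-wide average plus 3 SD, cut at about 13% in these data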;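 also: forskolin and galanin both at EC90 stimulate the cells; cAMP rise reported by CNG channel membrane potential dye signal; 0% = forskolin plus galanin with DMSO and 100% = forskolin alone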
Target sequence (O60755 1-299 limits assumed): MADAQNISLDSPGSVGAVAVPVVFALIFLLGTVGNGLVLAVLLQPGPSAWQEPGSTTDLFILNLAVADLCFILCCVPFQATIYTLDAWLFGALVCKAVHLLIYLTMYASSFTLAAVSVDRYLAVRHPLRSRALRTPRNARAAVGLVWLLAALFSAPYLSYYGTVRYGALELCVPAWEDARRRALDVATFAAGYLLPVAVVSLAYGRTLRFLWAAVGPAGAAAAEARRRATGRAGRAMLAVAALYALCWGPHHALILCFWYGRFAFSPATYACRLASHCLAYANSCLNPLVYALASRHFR
V1R ag counter = V1a receptor agonism, counter-screen for OXTR agonists; activation, % at 3 µM; actives 0.25% (n = 320,000); P37288; CHO-V1R cells, Fluo-8 calcium fluorescence, agonist mode; 0% DMSO, 100% 3 nM vasopressin;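 active = activation above the mean activation of all tested compounds plus 3 SD, per screening run, cut at about 20% in these data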;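 also: signal is peak over basal fluorescence ratio across a 100 second FLIPR read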
Target sequence (P37288 whole entry, looked up): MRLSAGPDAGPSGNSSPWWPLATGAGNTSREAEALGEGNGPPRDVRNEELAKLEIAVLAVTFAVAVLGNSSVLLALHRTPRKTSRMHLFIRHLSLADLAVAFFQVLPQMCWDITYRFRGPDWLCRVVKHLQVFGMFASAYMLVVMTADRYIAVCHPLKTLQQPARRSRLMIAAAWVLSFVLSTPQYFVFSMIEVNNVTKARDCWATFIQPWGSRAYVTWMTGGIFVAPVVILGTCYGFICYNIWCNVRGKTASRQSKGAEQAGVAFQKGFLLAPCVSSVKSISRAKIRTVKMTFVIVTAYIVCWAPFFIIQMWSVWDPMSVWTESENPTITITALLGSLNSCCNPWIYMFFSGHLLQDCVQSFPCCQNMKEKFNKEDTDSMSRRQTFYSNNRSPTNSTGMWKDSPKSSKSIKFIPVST
M18AAP inhibitor = PfM18AAP enzyme inhibition | actives 1.2% (n = 290,000) | inhibition, % at 7.35 µM | recombinant PfM18AAP, H-Glu-NHMec fluorogenic cleavage | AID 1822;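 active = inhibition above the campaign mean inhibition over all tested compounds plus 3 SD, cut at about 28% in these data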;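 also: 0% = plate median of test compound wells and 100% = 2 mM ZnCl2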
MEKK2 WT-MEK5 = raises or lowers MEK5 binding to wildtype human MEKK2 PB1 domain; AID 1531; binding response (% of control), % at 10 µM; bead flow cytometry, Alexa488-MEK5 binding to MEKK2 WT; actives lie on both sides; actives 1.1% (n = 290,000); Q9Y2U5; in the data active = binding response below about 67% or above about 130%
OXTR agonist = human OXTR agonism. AID 2435. CHO-OTR cells, Fluo-8 calcium fluorescence; normalized: DMSO 0%, oxytocin 100%. actives 0.32% (n = 320,000). P30559. activation, % at 3 µM;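 active = activation above the mean of all tested compounds plus 3 SD, cutoff set per screening run, cut at about 20% in these data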;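 also: peak over basal fluorescence ratio from a 100 s FLIPR kinetic read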
GPR7 antagonist = antagonists of human GPR7 (neuropeptides B/W receptor 1) | actives 1.1% (n = 290,000) | inhibition, % at 4.4 µM | AID 1861 | GPR7-expressing cells, fluorescence antagonist assay | P48145; in the data active = inhibition above about 16%, passing the limit was not always enough;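 also: cells stimulated with the agonist NPW; 0% = agonist with vehicle and 100% = vehicle without agonist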
NALP1 inh = inhibitors of NALP1 inflammasome in yeast | inhibition, % at 10 µM | actives 0.61% (n = 280,000) | S. cerevisiae NALP1/ASC/caspase-1 growth, X-gal OD620, 72 h | AID 2071; in the data active = inhibition mostly above about 24%, no sharp cut-off; inactive = mostly below about 32%; also: some compounds called inactive have numbers as strong as hits
Numbers without * were called inactive; . = not tested or not shown.

SMILES	OXTR potentiator	MEKK2mut PB1 HTS	GalR3 antagonist	V1R ag counter	M18AAP inhibitor	MEKK2 WT-MEK5	OXTR agonist	GPR7 antagonist	NALP1 inh
NS(=O)(=O)c1ccc(CCNC(=O)CCCCCn2c(=S)[nH]c3ccc(Br)cc3c2=O)cc1	-6	-1	-8	0.5	4	107	-0.2	17*	3
O=C(CCN1CCN(c2ccc(Cl)cc2)CC1)Nc1nccs1	-11	-3	-8	5.5	-2	102	4.4	13	6
Cc1ccc(C2CC(c3cccs3)n3nc(N)nc3N2)cc1 (stereo not drawn)	0	0	-3	-0.5	1	96	-1.1	12	-5
Cc1ccc(N2C(=O)C(Cl)=C(NCc3ccccc3)C2=O)c(C)c1	-18	-14	5	1.6	4	94	-0.1	-13	15
CC1CCN(C(=O)CN2C(=O)NC(c3ccccc3)(c3ccccc3)C2=O)CC1	-5	.	-1	0.6	.	.	0.2	.	.
COc1ccc(-c2nnn(Cc3nn[nH]n3)n2)cc1OC	1	-3	-3	0.8	7	99	0.5	-7	22
Cc1ccc(C(=O)Nc2cccc(C(=O)N/N=C/c3ccccc3F)c2)cc1	-17	5	-9	11	3	94	6.3	-22	1
CCc1ccc(C2c3[nH]c4ccccc4c3CCN2C(=O)CNC(N)=O)cc1 (stereo not drawn)	-6	3	-4	-0.9	1	102	-0.1	-1	13
COc1ccc(NC(=O)c2cc([N+](=O)[O-])ccc2N2CCCC2)cc1	-6	0	2	-0.8	-5	103	1.7	-8	-9
O=C(COn1nnc2ccccc21)NCC1CCCCC1	-7	7	-4	0.6	1	102	-0.6	-3	0
Cc1ccc(NC(=O)Cn2c(O)c(N=NS(=O)(=O)c3ccc(C)cc3)c3ccccc32)cc1	-2	1	-1	1.4	14	101	1.3	4	15
S=c1[nH]nc(CSc2nc3ccccc3s2)o1	-20	0	7	0.0	8	103	0.1	1	-5
Nc1ccccc1-c1nc2ccccc2[nH]c1=O	.	7	-14	.	7	102	.	-9	15
COc1ccc(S(=O)(=O)NCC2CCCO2)cc1NC(=O)c1ccc(Cl)cc1 (stereo not drawn)	-6	.	-4	-0.7	.	.	-0.5	.	.
CSCCOC(=O)COc1ccc(/C=N/NC(=O)c2c(Cl)cnn2C)cc1	-10	-22	1	0.5	-6	83	-0.1	2	20
COc1ccc(C2c3c(n[nH]c3C)CC(C)(O)C2C(C)=O)cc1OC (stereo not drawn)	4	3	-5	0.6	-11	104	0.1	-6	-5
COc1ccc(CC(=O)Nc2cccc(-c3cn4ccccc4n3)c2)cc1	-10	2	3	0.8	10	104	-1.8	-3	30
C=CCOc1ccccc1C1NC(=O)NC(C)=C1C(=O)NCc1ccccc1 (stereo not drawn)	-4	6	-7	0.3	-2	100	-0.7	12	15
O=C(CCS(=O)(=O)c1ccccc1)N(CCCN1CCOCC1)c1nc2ccccc2s1	3	.	-3	1.4	.	.	6.0	.	.
Cc1ccsc1C(C(=O)NCc1ccccc1)N(C(=O)c1csnn1)c1ccccc1 (stereo not drawn)	-1	11	-10	-0.3	-10	101	-0.6	-1	7
O=C(c1cc(-c2ccccc2)nn1-c1ccccc1)N1CCN(S(=O)(=O)c2cccc(F)c2)CC1	-6	.	-4	14	.	.	0.0	.	.
COC(=O)c1cc(NS(=O)(=O)c2ccc(F)cc2)ccc1N1CCOCC1	-7	1	-1	-0.6	7	107	0.2	-6	-9
c1ccc(C(c2ccccc2)c2noc(CN3CCN(CC4CC4)CC3)n2)cc1	-10	-6	-6	-0.1	6	105	-0.5	-5	-3
O=C(Oc1ccc2c(c1)OCO2)c1ccncc1	0	6	1	1.3	20	102	-0.3	-11	-3
N=C1/C(=C\c2ccc(-c3ccc(C(=O)O)cc3)o2)C(=O)N=C2SC=C(c3ccccc3)N12	.	-7	-2	.	15	89	.	5	.
O=C(COc1ccccc1)N1CCCC1	-8	0	-8	-0.3	-3	115	0.5	-6	6
N#Cc1ccc(OCc2nnc(-c3ccc([N+](=O)[O-])cc3)o2)cc1	-6	-4	-4	1.2	2	96	-0.4	-8	8
O=C(COC(=O)Cn1cnc2ccccc2c1=O)NCCC1=CCCCC1	1	-2	1	0.1	-4	94	-0.5	-10	24
CCCC1C(=O)Nc2ccccc2N1C(=O)c1cccc(C)c1 (stereo not drawn)	-7	4	-15	-1.0	0	105	-2.0	-5	-6
COc1ccc(C2NC(=S)NC(C)=C2C(=O)Nc2ccccn2)cc1OC (stereo not drawn)	-2	3	-4	-0.5	-6	106	-0.7	-1	20
Nc1nc(CN2CCN(C(=O)c3ccco3)CC2)nc(Nc2cccc(Cl)c2)n1	6	-7	-5	0.5	-16	91	0.1	-3	-8
COc1ccc(-n2ncc3c(NCC4CCCO4)ncnc32)cc1 (stereo not drawn)	-6	-7	.	0.5	-3	92	-0.5	-3	-8
O=C(Nc1ccc(F)cc1)c1cc(-c2ccccn2)nc2c(Cl)cccc12	-7	2	-1	-0.1	-4	107	-0.4	-10	24
COc1cccc(C(=O)Nc2ccccc2N2CCN(C(=O)c3ccccc3)CC2)c1	-8	.	2	-0.7	.	.	0.3	.	.
CCCCN(C(=O)c1c(C)noc1C)c1c(N)n(CCC)c(=O)[nH]c1=O	-3	.	1	0.8	.	.	0.6	.	.
O=C1C=CC(=O)C(C2=C3C(=O)N(CCc4ccccc4)CC(=O)N3CCC2)=C1	-18	1	3	1.3	-19	99	1.4	-1	12
Clc1ccc(/C=N/Nc2nn[nH]n2)cc1	-16	4	0	0.2	5	104	-0.4	-19	-11
CC(C)CNS(=O)(=O)c1cc(C(=O)OC2CCOC2=O)c(Cl)cc1Cl (stereo not drawn)	-1	3	-7	0.5	-2	98	1.6	-3	-2
Cc1c(NC(=O)C2(c3ccccc3)CCCC2)c(=O)n(-c2ccccc2)n1C	-2	.	2	0.7	3	.	0.5	2	14
COc1ccc(C(c2nnnn2C2CCCC2)N2CCC(C)CC2)cc1 (stereo not drawn)	-1	9	-4	-1.1	3	111	-3.1	1	-6

Given with two lines to a compound: part of the list above
The line under a structure holds: OXTR potentiator | MEKK2mut PB1 HTS | GalR3 antagonist | V1R ag counter | M18AAP inhibitor | MEKK2 WT-MEK5 | OXTR agonist | GPR7 antagonist | NALP1 inh
O=C1C=CC(=O)C(C2=C3C(=O)N(CCc4ccccc4)CC(=O)N3CCC2)=C1
 : -18 | 1 | 3 | 1.3 | -19 | 99 | 1.4 | -1 | 12
Clc1ccc(/C=N/Nc2nn[nH]n2)cc1
 : -16 | 4 | 0 | 0.2 | 5 | 104 | -0.4 | -19 | -11
CC(C)CNS(=O)(=O)c1cc(C(=O)OC2CCOC2=O)c(Cl)cc1Cl (stereo not drawn)
 : -1 | 3 | -7 | 0.5 | -2 | 98 | 1.6 | -3 | -2

Next part
SMILES	OXTR potentiator	MEKK2mut PB1 HTS	GalR3 antagonist	V1R ag counter	M18AAP inhibitor	MEKK2 WT-MEK5	OXTR agonist	GPR7 antagonist	NALP1 inh
CCc1cc(=O)[nH]c(SCC(=O)NCC2CCCO2)n1 (stereo not drawn)	1	.	0	0.3	.	.	0.9	.	.
Cc1ccc(N2C(=O)C(CN3CCCC3)C2c2ccccc2)cc1 (stereo not drawn)	-3	-2	-6	0.3	-4	108	-0.9	1	17
COc1ccc(-n2c(COc3cccc4ccccc34)nnc2SC(C)C(=O)O)cc1 (stereo not drawn)	0	0	-4	-0.2	4	104	0.1	-8	-3
Cn1c(NN)nc2c1c(=O)n(Cc1ccccc1)c(=O)n2C	.	5	-7	.	20	106	.	-17	-8
Cc1ccc(N=Cc2sccc2C)cc1C	-7	-3	-3	0.2	-5	99	0.0	-4	31
CCc1ccc(NC2=NCC(c3ccccc3)S2)cc1 (stereo not drawn)	-10	6	-2	7.9	-8	110	2.4	-3	35*
C#CCn1c(=O)cc(C)c2ccccc21	2	1	0	0.3	-16	103	0.8	-6	8
CCCCn1c(SCC(=O)N2CCOCC2)nc2ccccc2c1=O	5	9	-5	0.8	-9	108	-1.6	13	8
Cc1ccc2nc(N3CCN(C=O)CC3)nc(-c3ccccc3)c2c1	6	3	-2	-0.5	8	103	-1.7	-15	-23
Cc1ccc(Oc2ncccc2COC(=O)Nc2ccccc2C)cc1	-18	-10	-1	-0.4	3	93	-2.3	-9	-10
S=C(Nc1ccc(Oc2ccccc2)cc1)N(CCCN1CCOCC1)Cc1ccccn1	0	5	-5	1.5	-5	112	3.0	-1	3
COc1cccc(SCc2noc(C(=O)NCCC(C)C)c2C(=O)NCCC(C)C)c1	-14	4	-4	3.1	.	117	4.6	.	.
CCN(CC(=O)Nc1ccc(OC)c(Cl)c1)CC(=O)NC(C)C	-6	-15	0	-0.3	4	92	-0.4	-13	-2
Cc1ccc2c(c1)-n1c(nc3cc(C)ccc3c1=O)C(Cc1ccccc1)NC2=O (stereo not drawn)	0	.	-4	1.1	.	.	2.7	.	.
CONc1nc(NC(C)(C)C)nc(OCC#N)n1	-6	4	0	-0.1	0	101	-0.4	-11	-8
Cc1ccc(NC2=NCCCCC2)cc1	-20	-1	-3	-0.2	5	99	-1.3	0	2
O=C(O)C1Cc2ccccc2CN1S(=O)(=O)/C=C/c1ccccc1 (stereo not drawn)	-10	5	-2	1.1	-2	101	-1.4	-1	8
CCOC(=O)c1cnc(SCc2ccc(C)cc2)nc1N	-15	1	-7	0.2	-5	110	-2.6	-7	-5
COc1ccccc1NC(=O)/C=C\c1ccco1	-5	-3	3	0.0	-41	96	-0.9	11	23
CN(c1ccc(C(=O)NCc2ccc3c(c2)OCO3)cc1)S(C)(=O)=O	-4	-6	-7	0.7	-7	104	0.7	-7	12
Cc1cnc(C(=O)Nc2ccc3c(c2)CCC3)cn1	-8	5	-3	0.5	-8	105	-1.0	-9	-8
CCOc1ccc(Nc2nc(-c3sc(N)nc3C)cs2)cc1	-6	2	-11	0.5	10	104	-1.7	-11	-45
O=C(O)C/C=C(\NC(=O)OCc1ccccc1)C(=O)OCc1ccccc1	-3	-36	-6	-1.1	-7	63	-2.4	12	3
Cc1nnc(NC(=O)c2cc(S(=O)(=O)N(C)C)ccc2N2CCCC2)s1	3	.	-5	0.1	.	.	0.7	.	.
OC(c1ccc(F)cc1)(C1CCCCC1)C(CN1CCOCC1)c1ccccc1 (stereo not drawn)	-1	2	-6	-0.9	-4	98	-2.9	-27	10
COC(=O)c1cc(S(=O)(=O)NCc2ccccc2OC)cn1C	-4	2	-10	4.1	-3	102	3.3	-14	9
CCN(CC)S(=O)(=O)c1ccc(Cl)c(C(=O)OC2CC(C)OC2=O)c1 (stereo not drawn)	-8	-2	-2	3.5	0	100	2.5	-8	-19
Cc1ccc(-n2cc(-c3ccc([N+](=O)[O-])cc3)[nH]c2=S)c(C)c1	-4	7	-5	0.7	10	86	1.9	-1	-16
Cc1ccn2cc(-c3nonc3C)cc2c1	-2	-3	-2	-0.5	-6	95	0.2	-15	28
CC[C@@H]1[C@H]2CCCC(=O)N3CC[C@@H](C[C@@H]1Nc1ccccc1)[C@@H]23	-4	-2	3	-1.0	2	104	-0.5	-2	13
Cn1cncc1C#Cc1ccc2cc(CCO)oc(=O)c2c1	5	.	-2	0.1	.	.	1.0	.	.
COc1cc(C2C(C#N)=C(N)Oc3c2oc(CO)cc3=O)ccc1OC(C)C (stereo not drawn)	7	-5	-6	0.3	14	98	0.8	-12	16
CCOc1cc(C(=O)Nc2ccc(S(=O)(=O)NC3=NCCCCC3)cc2)cc(Br)c1OC	-12	.	2	-0.2	.	.	-1.9	.	.

High-throughput results deposited in PubChem BioAssay by several laboratories.
